Mtb UGM inh – M. tuberculosis UGM enzyme inhibitors, primary screen, biochemical, fluorescence polarization, single point. AID 504406, 2011. purified UGM, fluorescence polarization probe displacement. UDP-galactopyranose mutase (Mycobacterium tuberculosis (strain ATCC 25618 / H37Rv)), …. inhibition, % at 10 µM. 320,000 tested, 0.06% active; in the data active means inhibition above about 10%, passing the limit was not always enough; inconclusive means no clear call, values can overlap the other calls
Target sequence (P9WIQ1 whole entry, looked up): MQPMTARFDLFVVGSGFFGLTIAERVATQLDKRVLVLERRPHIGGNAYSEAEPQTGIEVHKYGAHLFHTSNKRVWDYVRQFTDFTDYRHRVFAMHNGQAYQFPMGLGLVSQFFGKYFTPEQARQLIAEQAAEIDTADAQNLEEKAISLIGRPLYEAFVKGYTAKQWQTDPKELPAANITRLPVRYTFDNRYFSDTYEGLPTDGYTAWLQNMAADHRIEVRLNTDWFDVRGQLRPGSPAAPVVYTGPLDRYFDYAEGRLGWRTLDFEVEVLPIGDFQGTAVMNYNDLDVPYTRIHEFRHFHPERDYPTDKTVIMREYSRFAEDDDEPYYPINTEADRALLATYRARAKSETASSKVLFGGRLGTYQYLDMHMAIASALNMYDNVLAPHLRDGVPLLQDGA
BoNT-A LC inh2 – BoNT/A light chain protease inhibitors, primary screen, biochemical, flow cytometry, MLPCN library | Botulinum neurotoxin type A light chain protease (Clostridium botulinum A str. ATCC 3502) | multiplex microsphere protease substrate cleavage | inhibition, % at 10 µM | 360,000 tested, 0.17% active | AID 588499, 2011; further: plate controls were buffer without enzyme for full effect and enzyme alone for no effect
FBA Mtb inh – Mtb FBA enzyme inhibitors, primary screen, biochemical, fluorescence, strain H37Rv; 360,000 tested, 2.3% active; purified M. tuberculosis FBA, fluorescence read-out; inhibition, % at 1 µM; AID 588726, 2011; in the data active means inhibition above about 27%;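 further: 0% = vehicle and 100% = reference inhibitor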
Target sequence (P9WQA3 whole entry, looked up): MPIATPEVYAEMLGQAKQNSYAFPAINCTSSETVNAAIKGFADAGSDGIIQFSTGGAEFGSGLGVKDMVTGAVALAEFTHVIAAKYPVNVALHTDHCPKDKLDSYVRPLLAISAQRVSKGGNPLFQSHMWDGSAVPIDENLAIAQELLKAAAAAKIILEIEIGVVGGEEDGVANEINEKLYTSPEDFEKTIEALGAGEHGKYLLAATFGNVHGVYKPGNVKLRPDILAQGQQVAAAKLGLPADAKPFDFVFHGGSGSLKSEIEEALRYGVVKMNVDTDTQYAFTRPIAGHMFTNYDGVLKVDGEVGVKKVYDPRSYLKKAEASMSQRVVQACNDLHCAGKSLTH
Mtb BioA inh – M. tuberculosis BioA enzyme inhibitors, primary screen, biochemical, plate reader, single point, HTS. 7,8-diaminopelargonic acid synthase BioA (Mycobacterium tuberculosis). purified M. tuberculosis BioA enzyme. inhibition, % at 9.99 µM. 360,000 tested, 0.096% active. AID 602481, 2012; in the data active means inhibition above about 40%; inconclusive means no clear call, values can overlap the other calls
GDH-TPI counter – GDH-TPI coupling enzyme inhibitors, primary screen, artefact control for M. tuberculosis FBA inhibitor project, biochemical, absorbance, full deck. GDH-TPI coupled enzyme counterscreen, NADH absorbance. inhibition, % at 4.8 µM. 360,000 tested, 1.2% active. AID 588335, 2011; in the data active means inhibition above about 30%;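 further: 0% = DMSO wells and 100% = wells lacking the enzyme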
BoNT-F LC inh – BoNT/F light chain protease inhibitors, primary screen, biochemical, flow cytometry, MLPCN library | Botulinum neurotoxin type F light chain protease (Clostridium botulinum) | Multiplex microsphere protease cleavage assay | inhibition, % at 10 µM | 360,000 tested, 0.22% active; in the data active means inhibition above about 35%, passing the limit was not always enough; inconclusive means no clear call, values can overlap the other calls; further: plate controls were buffer without enzyme for full effect and enzyme alone for no effect
PfHsp40 yeast – rescue of yeast from PfHsp40 toxicity, primary screen, S. cerevisiae, ATP luminescence | S. cerevisiae expressing PfHsp40, growth rescue | growth rescue, % at 12.5 µM | 340,000 tested, 0.68% active | AID 504582, 2011; in the data active means growth rescue above about 28%, passing the limit was not always enough; inconclusive means no clear call, values can overlap the other calls;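 further: yeast W303a lacking pdr1 and pdr3 grown in galactose medium; growth measured after three days at 30 °C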
Anthrax LF inh2 – Bacillus anthracis LF protease inhibitors, primary screen, biochemical, multiplex microsphere, MLPCN library. 360,000 tested, 0.12% active. multiplex microsphere protease cleavage assay. AID 588501, 2011. inhibition, % at 10 µM. Lethal factor (Bacillus anthracis), P15917; further: plate controls were buffer without enzyme for full effect and enzyme alone for no effect
FadD28 binding – inhibitors of FadD28 bisubstrate probe binding, primary screen, biochemical, fluorescence polarization, single point; Mycobacterium tuberculosis FadD28 fatty-acid-AMP ligase; inhibition, % at 12.5 µM; 360,000 tested, 0.22% active; AID 588549, 2011; in the data active means inhibition above about 8.5%, passing the limit was not always enough; inconclusive means no clear call, values can overlap the other calls
* = called active by the depositor; ? = inconclusive; / = not tested or not shown; + = active, no number. Unless noted, no stated cut-off is given here; in the data, active means inhibition above about 30%; inconclusive means no clear call, values can overlap the other calls; inactive means below that.

SMILES	Mtb UGM inh	BoNT-A LC inh2	FBA Mtb inh	Mtb BioA inh	GDH-TPI counter	BoNT-F LC inh	PfHsp40 yeast	Anthrax LF inh2	FadD28 binding
Cc1cc(C)nc(NC(=O)c2ccc(Cl)cc2[N+](=O)[O-])c1	-0.1	0.3	-2	-1.3	4	-6	0.2	0	-1.0
COc1ccc(OC)c(C(=O)CSc2nc3cccnc3n2C)c1	0.0	0.1	3	0.3	7	0	0.1	-2	-0.3
CCCC(=O)CN1C(=O)C2(OCCO2)c2ccccc21	0.1	-1.0	0	-1.4	-12	1	0.0	-3	0.0
NC(=O)c1oc2ccccc2c1NC(=O)C1CCCCC1	-0.3	-0.1	1	-0.6	-1	1	1.5	2	-3.5
Cc1cc(S(=O)(=O)Nc2ccc3cn[nH]c3c2)c(C)cc1Cl	-3.9	0.1	0	2.4	3	6	2.7	-3	-0.8
CCOC(=O)c1cnc2ccccc2c1Nc1ccc(C(=O)O)cc1	0.9	-1.1	3	/	12	-3	1.1	-6	-0.1
CN(C)CCCN=Cc1c(O)n(Cc2ccco2)c(=O)[nH]c1=O	0.4	-0.1	4	3.3	12	-4	0.7	-4	-0.6
CCOC(=O)c1c(C)c(C(=O)NCCOC)c(C)n1CC	-1.5	0.9	1	-0.2	-7	-1	-0.2	-2	-2.3
COCCNC(=S)N(CCN(C)C)Cc1cc2cc3c(cc2[nH]c1=O)OCO3	2.5	1.6	26	-1.4	10	11	-1.5	5	-1.5
CC1CC(C)(C)NC(=S)N1CCC(=O)NCc1ccc(F)cc1 (configuration not stated)	0.8	0.6	-1	/	16	-6	-0.4	6	-3.2
COc1ccc(C2=NCCn3nc4cc(OC)ccc4c32)cc1	-0.3	-0.1	1	-0.7	9	-11	0.3	-7	-0.4
CNc1c([N+](=O)[O-])cnn1-c1ccccc1Cl	-1.7	-0.1	0	0.2	18	0	-0.6	-1	-1.2
CC(C)N1C(=O)CC2(CC[N+](C)(CCOC(=O)C(O)(c3ccccc3)c3ccccc3)CC2)C1=O (configuration not stated)	0.6	0.7	11	-1.7	3	-6	2.3	-4	1.0
Cc1cc(=O)oc2c(CN3CCC(C)CC3)c(O)c(Cl)cc12	4.5	0.3	+	-2.9	15	-1	0.0	-4	2.3
CN(CC(=O)N1CCN(Cc2ccccc2)CC1)S(=O)(=O)c1cccc2nsnc12	-0.6	-0.7	-3	/	-11	-3	0.5	-2	-3.7

The list goes on, overlapping the part above by four compounds.
SMILES	Mtb UGM inh	BoNT-A LC inh2	FBA Mtb inh	Mtb BioA inh	GDH-TPI counter	BoNT-F LC inh	PfHsp40 yeast	Anthrax LF inh2	FadD28 binding
CNc1c([N+](=O)[O-])cnn1-c1ccccc1Cl	-1.7	-0.1	0	0.2	18	0	-0.6	-1	-1.2
CC(C)N1C(=O)CC2(CC[N+](C)(CCOC(=O)C(O)(c3ccccc3)c3ccccc3)CC2)C1=O (configuration not stated)	0.6	0.7	11	-1.7	3	-6	2.3	-4	1.0
Cc1cc(=O)oc2c(CN3CCC(C)CC3)c(O)c(Cl)cc12	4.5	0.3	+	-2.9	15	-1	0.0	-4	2.3
CN(CC(=O)N1CCN(Cc2ccccc2)CC1)S(=O)(=O)c1cccc2nsnc12	-0.6	-0.7	-3	/	-11	-3	0.5	-2	-3.7
COc1ccccc1C(=O)NCC(=O)OCC(=O)c1ccc2c(c1)-c1ccccc1C2	1.7	-0.4	4	-2.7	26	-9	-0.6	-4	3.7
Clc1cccc(Nc2nc(-c3cccnc3)cs2)c1	-3.2	1.7	14	-0.1	9	-7	-0.6	0	-0.2
CCOC(=O)c1ccccc1NC(=O)COC(=O)CCC1CCCC1	0.0	0.3	0	1.7	3	-6	2.1	2	-1.8
COc1cc(/C=C(/NC(=O)c2ccccc2Cl)C(=O)O)cc(OC)c1OC	0.5	-0.1	-2	/	-7	2	0.0	-2	-4.2
O=C(NNC(=O)c1ccccc1[N+](=O)[O-])c1ccco1	0.1	-1.8	4	/	3	-2	-0.1	4	-3.2
COc1cccc(C(=O)CSc2nc3ccccc3n2CC(=O)N2CCOCC2)c1	1.6	-0.3	1	/	7	-6	1.3	-2	-3.0
CCC(=O)N(CCC(c1ccccc1)c1ccco1)Cc1cccs1 (configuration not stated)	0.8	0.0	2	-1.2	11	19	-0.5	0	-1.8
O=C(COC(=O)c1cccc(O)c1)Nc1nnc(-c2ccccc2)o1	1.5	-1.1	-3	-0.4	1	-1	-2.1	-3	-3.4
CCCCN1/C(=C/c2ccc3ccccc3[n+]2CC)Sc2ccccc21	/	24	-6	/	-5	0	128*	20	-3.6
O=[N+]([O-])c1cccc(-c2cn(-c3ccccc3)c(=S)[nH]2)c1	2.6	-0.4	-1	/	2	-6	1.9	0	-2.4
NS(=O)(=O)c1ccc(CCNC(=O)COC(=O)CC(c2ccccc2)c2ccccc2)cc1	-1.8	-0.1	2	/	1	0	0.1	-7	-1.2
O=C(CSc1nnnn1C1CC2CCC1C2)Nc1ccnc2ccccc12 (configuration not stated)	-0.7	0.4	-2	1.7	9	19	0.6	2	-4.2
CCCC(C(=O)c1ccccc1)n1cncn1 (configuration not stated)	-1.3	0.6	-7	-0.4	7	19	-0.9	-1	1.0
O=C(c1ccc(-c2nnc(-c3ccccc3)o2)cc1)N1CCCCCC1	0.7	1.1	1	-1.1	-5	10	-0.7	0	0.9
CN(c1ccccc1)S(=O)(=O)c1ccccc1Br	2.4	0.5	2	-0.5	6	-2	0.2	-4	-1.0
CCOC(=O)c1c(CN(C)C)n(C)c2c(O)c(N=NC(N)=O)c3ccc(Br)cc3c12	-0.6	-1.8	-7	-0.9	1	?	-0.2	-6	-2.2
COc1ccc(-n2c(=O)cc(N3CCc4ccccc43)[nH]c2=O)cc1	-1.2	0.2	2	1.2	4	5	-0.8	0	-3.0
Cc1nc2c(C(=O)NCc3ccc4c(c3)OCO4)cnn2c(C)c1Cc1ccc(F)cc1Cl	-2.8	-0.1	4	6.7	9	-10	0.2	-4	-0.6
O=C(COC(=O)COc1cccc(C(F)(F)F)c1)NC1CCS(=O)(=O)C1 (configuration not stated)	0.4	/	-2	-0.5	2	/	-0.2	/	-2.4
CCOC(=O)C1CSC(CC(=O)Nc2ccc(OC(F)(F)F)cc2)C(=O)N1 (configuration not stated)	-0.5	?	2	/	2	?	3.1	0	-0.2
C/C(=N\N1C(=O)CSC1=S)c1ccc(Br)cc1	2.9	2.3	-5	/	-5	-6	-0.3	-5	-4.2
O=C(O)/C(CC(=O)c1ccc(Cl)cc1)=N/Nc1ccc([N+](=O)[O-])cc1[N+](=O)[O-]	1.3	-0.3	-14	4.2	29	-4	-1.8	-3	6.3
CCOC(=O)N1CCN(S(=O)(=O)c2cc([N+](=O)[O-])c(C)cc2C)CC1	-0.5	-0.2	-2	4.6	4	1	-1.0	-2	1.6
NCCc1c[nH]c2ccc(OCc3ccccc3)cc12	-1.8	-4.2	3	/	-3	?	0.0	-4	-1.4
O=c1c2ccccc2nnn1CSc1ncnc2ccccc12	/	0.1	-1	/	-7	-5	0.5	-2	-3.7
O=C(NCCC(=O)N1CCN(Cc2c(F)cccc2Cl)CC1)c1ccc(Cl)cc1	-2.4	-2.6	2	/	9	-5	0.0	0	-2.0
CCCc1cc(NC(=O)CCl)n(-c2ccccc2)n1	-0.1	-0.1	1	-4.5	5	-8	-0.5	-1	-1.0
CC(C)(C)C(=O)NC(=S)NNC(=O)c1ccc(Cl)cc1Cl	-0.8	-0.6	12	-1.7	11	0	0.0	5	-3.7
S=c1[nH]c(-c2ccccc2)cn1/N=C/c1cccnc1	-1.4	-1.6	34*	/	18	-1	-0.7	3	0.0
O=C(NCCC1CCCCN1S(=O)(=O)c1ccccc1)C(=O)NC1CCCC1 (configuration not stated)	-2.7	-2.3	0	/	-11	3	-1.1	-4	0.0
O=C(NCc1n[nH]c(=S)n1-c1ccccc1)c1ccc(S(=O)(=O)N2CCOCC2)cc1	0.7	0.0	2	/	21	-5	0.3	-3	0.5
CCOC(=O)c1cc(C(=O)NN)c(C)nc1C	-2.4	-0.3	0	/	0	-3	-0.7	2	-1.1
CCN(CC(=O)NCc1cccs1)S(=O)(=O)c1ccc(NC(C)=O)cc1	3.8	-0.6	1	/	25	-2	0.3	-5	-1.1
CCOC(=O)c1ccc(NC(=O)CC2S/C(=N/N=C3/NC(=O)CS3)NC2=O)cc1 (configuration not stated)	-0.5	-0.9	0	/	7	-6	0.3	-3	1.1
Cc1ccc(C(=O)N/C(=C\c2ccccc2)C(=O)NCC2CCCO2)cc1 (configuration not stated)	0.6	0.8	-1	-1.3	-3	-1	0.5	1	-1.8
O=C(CCn1ccnc1)Nc1cc(Cl)ccc1O	1.5	1.2	1	-0.9	5	1	0.9	2	-0.7
Cc1ccc2c(c1)cc1c(=O)[nH]ncn12	-1.3	-0.3	16	-0.2	13	-3	2.1	4	0.2
COc1ccc(S(=O)(=O)N2CCc3ccccc32)cc1C(=O)N1CCOCC1	/	3.1	2	2.5	4	11	-0.4	-2	-2.3
Cc1ccc2nc(SCc3cn4cccnc4n3)[nH]c2c1	-4.8	-1.0	3	6.9	-5	-2	0.2	-1	-5.6
COc1ccc(C)cc1S(=O)(=O)NCCc1ccccc1	-2.5	-0.4	-7	/	-3	-8	-1.2	-5	-3.4
Cc1ccc(NC(=O)COc2ccc(C3SCCS3)cc2)cc1	-2.2	-0.6	1	/	15	-4	0.6	-1	0.9
COc1ccc(N2CC(C)Cn3c2nc2c3c(=O)n(Cc3ccccc3F)c(=O)n2C)c(OC)c1 (configuration not stated)	-0.5	0.1	1	-0.7	5	-7	1.2	-14	-0.5
C=CCn1c(SCC(=O)OCc2ccccc2)nc2c1c(=O)n(C)c(=O)n2C	2.8	1.4	0	/	12	13	-1.1	3	-2.6
CSCc1cccc(C(=O)OC(C)C(=O)Nc2c(C)n(C)n(-c3ccccc3)c2=O)c1 (configuration not stated)	/	-0.8	-1	0.4	16	-8	1.2	0	-2.5
O=C(COC(=O)CNC(=O)c1ccc(Cl)c([N+](=O)[O-])c1)NNC(=O)c1ccccc1F	-2.8	-1.8	-1	-0.1	2	-4	-1.7	-3	-2.2
CCN(CC)S(=O)(=O)c1ccc(N2CC(C(=O)NCCc3ccc(Cl)cc3)CC2=O)cc1 (configuration not stated)	0.5	-0.6	2	0.6	-2	-8	-0.5	-1	-0.8
O=c1cc(CN2CCN(S(=O)(=O)c3ccccc3)CC2)nc2ccc(Cl)cn12	2.3	0.9	-4	2.9	8	2	-1.0	3	-3.6
C=CCN=C(C)C1=C(O)C(C)OC1=O (configuration not stated)	6.1	0.0	-2	-2.4	3	1	-0.2	3	-1.6
CCOC(=O)c1ccc(S(=O)(=O)N2CCN(C(C)=O)CC2)cc1	/	-0.5	-5	-0.2	-1	1	-0.5	4	-1.2
COC(=O)C1=C(NC(=O)c2ccc(C)c(C)c2)CCS1	1.3	-0.3	2	1.2	12	-1	0.0	-8	-0.1
CC1CN(CCOc2cccc(Oc3ccccc3)c2)CC(C)O1 (configuration not stated)	-0.4	-9.3	2	-1.4	-14	?	12	-6	-1.8

Assay outcomes deposited in PubChem BioAssay by several laboratories.
